Assay outcomes as filed in PubChem BioAssay.
TbPYK inhibitor = T. brucei pyruvate kinase inhibition. Q57TT1. TbPYK enzyme, Kinase-Glo Plus ATP luminescence, 45 min. Potency, µM (series often up to 76.8 µM), for the others: at the top dose activity, negative = inhibition, actives largely listed as inhibitors. 410,000 compounds, 0.12% hits. AID 624173; active = well fitted inhibition curve with a large enough effect; inconclusive = small, poorly fitted or top-dose-only effect; note: nearly all actives have a fitted effect of over 50% in size
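Activity of T. brucei pyruvate kinase was followed by Kinase-Glo Plus luminescence after the enzyme reacted 45 min at room temperature with 130 uM ADP (final) and substrate. Test compounds were added before ADP at multiple concentrations.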
* hit, by the source's call; ? = inconclusive; [ ] = remark or other dose. % is set by controls: 0 for no effect and ±100 for the full control effect; potency is the fitted concentration of half-maximal effect.

canonical_smiles | TbPYK inhibitor
COc1ccccc1C(=O)Nc1ccc2nc(SCC(=O)N3CCCc4ccccc43)sc2c1 | -13.4%
O=C(c1ccncc1)N1CCC2(CCN(Cc3nccs3)CC2)CC1 | 1.1%
Cc1ccc2oc3c(c(=O)c2c1)C(c1ccccc1F)N(CCCN(C)C)C3=O (stereo unspecified) | 1.0%
Cn1c(=O)c2c(-c3ccccc3)n3c(c2n(C)c1=O)C(c1cc(Cl)ccc1O)Nc1ccccc1-3 (stereo unspecified) | 3.3%
COc1ccc2[nH]c3c(c2c1)CNCC3 | 7.4%
O=C(Cn1ncc2c(=O)oc3ccccc3c21)N1CCN(c2ccc(Cl)cc2)CC1 | -4.6%
COc1ccc(C(=O)Nc2ccc(-c3nc4cc(C)ccc4o3)c(O)c2)cc1 | -2.1%
Cc1ccccc1C1C=C(c2ccc(Cl)cc2)Nc2nnnn21 (stereo unspecified) | 2.1%
COc1cc(NC(=O)c2ncn(-c3ccccc3)n2)cc(OC)c1 | -4.6%
CCOC(=O)c1ccc(NS(=O)(=O)c2cn(C)c(C)n2)cc1 | 3.9%
CCCS(=O)(=O)NC(=O)C1(C)CCN(C(=O)/C=C/c2ccccc2)C1 (stereo unspecified) | -5.0%
Cc1ccccc1-c1cc2c(c3c1ccn3C)C1CCC2O1 (stereo unspecified) | -0.9%
COc1cccc(CNC(=O)CCCn2ncn3c(cc4occc43)c2=O)c1OC | 2.1%
CCc1cc(-c2nnn(CCC3COCCO3)c2C(C)(C)O)ccc1-c1cn(CCc2c[nH]c3ccccc23)nn1 (stereo unspecified) | 1.0%
CCC(=O)N1CCCc2cc(S(=O)(=O)N3CCC(C(=O)Nc4ccc(F)c(F)c4)CC3)ccc21 | -3.7%
OC(c1ccc2c(c1)OCO2)c1ncc(-c2cccc(C(F)(F)F)c2)[nH]1 (stereo unspecified) | -8.9%
CCOC(=O)c1ccc(NC(=O)Cn2nc3c4ccccc4n(Cc4cccc(F)c4)cc-3c2=O)cc1 | 3.3%
CCC(Cn1nnc2ccccc2c1=O)NC(=O)Nc1cccc(Cl)c1 (stereo unspecified) | 0.5%
O=C1Cc2cc(S(=O)(=O)N3CCN(c4ccc(C(=O)O)cc4)CC3)ccc2N1 | -7.3%
CCOC(=O)c1cc(S(=O)(=O)Nc2c(C)cc(C)cc2C)[nH]n1 | -14.3%
CCCCC[C@H](C)N1C[C@H](COCc2ccccc2)Oc2cc(N3CCC[C@H]3CO)ccc2S1(=O)=O | 4.5%
Cc1ccccc1Nc1sc(C(=O)c2ccccc2)c(N)c1C(=O)NCc1ccc(Cl)cc1 | -5.3%
Cc1ccccc1NC(=O)C1CCN(C(=O)c2ccc(F)cc2)CC1 | 3.0%
CCOc1ccc(NC(=O)Cn2c(=O)oc3cc(S(=O)(=O)NC4CCCC4)ccc32)cc1 | -4.7%
CCOC(=O)C1(C)CCCN(C(=O)c2cccnc2)C1 (stereo unspecified) | -2.6%
CCCOc1ccc(CNC(=O)CCCN2C(=O)CSc3c2c(C)nn3-c2ccccc2)cc1 | -9.1%
Cc1ccc(Cc2nc3ccccc3nc2SCC(=O)N2CCCCC2)cc1 | 2.6%
COc1ccc(OC)c(NC(=O)N2CCN(S(=O)(=O)c3ccc4c(ccn4C)c3)CC2)c1 | -0.3%
Cc1cc(C)cc(NC(=O)Cn2c(=O)n(C(C)C)c(=O)c3oc4ccccc4c32)c1 | 2.5%
O=S(=O)(c1ccccc1)N1CCC2(CC1)CN(c1ccncc1)C2 | -6.5%
O=C(Cn1cc(S(=O)(=O)c2ccc(F)cc2)c(=O)c2cc3c(cc21)OCO3)Nc1ccccc1 | -3.3%
COc1ccc(NS(=O)(=O)c2ccc3[nH]c4c(c3c2)CCCCC4)cc1 | 2.7%
COc1ccc(Cl)cc1NC(=O)C1CCCN(c2ncnc3onc(C)c23)C1 (stereo unspecified) | 1.1%
CCc1ccc(-n2c(C)nc3cc(C(=O)NCCc4ccccc4)ccc32)cc1 | -3.9%
O=S(=O)(c1ccc(Cl)cc1)c1nnn2c1nc(NCc1cccs1)c1sccc12 | -5.0%
CCN(C(=O)c1cnc(N2CCOCC2)c2ccccc12)c1cc(C)ccc1C | -0.9%
C[C@H]1CN([C@@H](C)CO)C(=O)CCCn2cc(nn2)CO[C@@H]1CN(C)S(=O)(=O)c1ccc(Oc2ccccc2)nc1 | 3.8%
COc1cc2c(-c3cccc(Cl)c3)nc3c(c(C)nn3-c3ccccc3)c2cc1OC | 3.3%
Cc1cccc(S(=O)(=O)N(C)C[C@H]2OCc3cnnn3CCCC(=O)N([C@H](C)CO)C[C@@H]2C)c1 | -6.5%
Cc1ccc(Cl)cc1N1CCN(C(=O)c2cc(S(=O)(=O)N3CCCC3)cn2C)CC1 | -5.4%

An excerpt from above in order of length of the SMILES, ascending.
canonical_smiles | TbPYK inhibitor
O=S(=O)(c1ccc(Cl)cc1)c1nnn2c1nc(NCc1cccs1)c1sccc12 | -5.0%
CCCCC[C@H](C)N1C[C@H](COCc2ccccc2)Oc2cc(N3CCC[C@H]3CO)ccc2S1(=O)=O | 4.5%
C[C@H]1CN([C@@H](C)CO)C(=O)CCCn2cc(nn2)CO[C@@H]1CN(C)S(=O)(=O)c1ccc(Oc2ccccc2)nc1 | 3.8%

Of the compounds above, 2 have a thiophene ring, fused or not:
canonical_smiles | TbPYK inhibitor
Cc1ccccc1Nc1sc(C(=O)c2ccccc2)c(N)c1C(=O)NCc1ccc(Cl)cc1 | -5.3%
O=S(=O)(c1ccc(Cl)cc1)c1nnn2c1nc(NCc1cccs1)c1sccc12 | -5.0%

The list continues:
canonical_smiles | TbPYK inhibitor
Cc1cccc(-n2ccnc2SCC(=O)Nc2cc(C(F)(F)F)ccc2Cl)c1 | -1.5%
Cc1ccc(N2C(=O)CSC23C(=O)N(CC(=O)NCc2ccccc2)c2ccccc23)cc1 (stereo unspecified) | 1.8%
CC(C)(C)OC(=O)N1CCC(c2c(C(=O)N3CCOCC3)cnn2-c2ccccc2Cl)CC1 | -8.6%
Cc1cc(OCC(=O)N2CCN(CCc3ccccn3)CC2)cc(C)c1Cl | 9.5%
COc1cc(OC)c(NC(=O)c2nn(C)c3c2COc2ccccc2-3)cc1Cl | 0.2%
COc1ccc(NC(=O)c2cccn2-c2nnc(N3CCCCC3)s2)c(OC)c1 | -7.8%[15.4 µM]
Cc1cc(C)c(S(=O)(=O)Nc2ccc(-c3ccc(N4CCCCC4)nn3)cc2)c(C)c1 | 0.0%
N#Cc1ccccc1NC(=O)C(=O)NCC(c1cccnc1)N1CCc2ccccc21 (stereo unspecified) | -9.8%
C/C(=N\Nc1cc(-c2ccccc2)nc(-c2ccc(Br)cc2)n1)c1cccc(N)c1 | 1.5%
O=C(CS(=O)(=O)c1cccc2nsnc12)NCc1ccccc1 | -4.2%
Cc1ccc(CNC(=O)C(CC(C)C)NS(=O)(=O)c2ccc3c(c2)oc(=O)n3C)cc1 (stereo unspecified) | -0.9%
c1cc(C2OCCO2)cs1 | 1.4%
C[C@@H]1CN([C@H](C)CO)C(=O)CCCn2cc(nn2)CO[C@H]1CN(C)S(=O)(=O)c1ccc(Oc2ccccc2)cc1 | -13.5%
CCc1ccc(S(=O)(=O)c2c(C(=O)c3ccccc3)cnc3ccc(CC)cc23)cc1 | -4.4%
Cc1ccc(NC(=O)c2c(C)oc3ccc(O)c(CN4CCCC4)c23)c(C)c1 | -5.7%
Cc1cc(C)cc(NC(=O)NCc2noc3ccccc23)c1 | -3.9%
CCN(CC)C(=O)c1sc2c(c1C)c(=O)n(-c1ccc(Cl)c(Cl)c1)c(=O)n2CC(=O)Nc1cccc(OC)c1 | 0.2%
Cc1nn(CCCC(=O)NCc2ccc(F)cc2)c(=O)c2c1sc1ccccc12 | 0.5%
CC1=C(c2ccc(C)c(C)c2)S(=O)(=O)N(Cc2ccc(C(=O)Nc3cc(F)ccc3F)cc2)C1=O | 4.4%
CCc1ccc(C(=O)c2cn(CC(=O)Nc3cc(F)ccc3F)c3nc(C)ccc3c2=O)cc1 | -14.7%
COc1ccc(-n2nnnc2C2CCN(S(=O)(=O)c3cccc(Cl)c3C)CC2)cc1 | 1.8%
Cc1ccc(Cn2cc(CN3CC(N4CCN(C)CC4)CS3(=O)=O)nn2)cc1 (stereo unspecified) | -1.8%
Cc1ccn2c(=S)[nH]nc2c1 | ?
CCC(=O)N1CCc2cc(S(=O)(=O)CCC(=O)N3CCN(c4cccc(C)c4C)CC3)ccc21 | 1.7%
O=C(c1ccc(Cl)cc1)N1CCCCC1CCN1CCOCC1 (stereo unspecified) | 4.0%
Cc1cc(N2CCC(C)CC2)nc2ccc(NC(=O)CCC(=O)N3CCN(c4ccccc4F)CC3)cc12 | 1.2%
Cc1ccc(NC(=O)Cn2c(=O)ccc3cc(S(=O)(=O)N4CCCC4)ccc32)cc1N(C)C | -9.1%
Nc1c(C(=O)NCc2cccs2)nnn1CC(=O)Nc1cccc(F)c1 | 3.2%
COc1cc(CNCCSc2nnnn2C)ccc1OCc1ccccc1C | -3.4%
C[C@H]1CN([C@@H](C)CO)C(=O)CCCn2nncc2CO[C@H]1CN(C)S(=O)(=O)c1ccc(F)cc1 | -9.3%
CCOc1ccccc1CNC(=O)CCCn1c(=O)c2cccn2c2cccnc21 | -1.5%
CCNC(=O)C1(C)CCCN1C(=O)c1cnc2ccccc2n1 (stereo unspecified) | -0.6%
CCc1ccc(S(=O)(=O)c2cn(Cc3ccccc3)c3cc(N4CCCC4)c(F)cc3c2=O)cc1 | -2.6%
Clc1ccc2nc(-c3ccccc3)c(Cc3ccsc3)n2c1 | -8.5%
CSc1ccc(Cn2c(C)c(C(=O)NCc3cccc(C(F)(F)F)c3)sc2=O)cc1 | -6.1%
Cc1ccc(-n2nc3cc(C)c(NC(=O)COc4ccccc4)cc3n2)cc1 | 1.8%
COc1cc(/C=C(\C#N)c2nc3ccccc3[nH]2)ccc1OCc1ccccc1F | 0.4%
CCN(CC)C(=O)c1sc2c(c1C)c(=O)n(CCc1ccccc1)c(=O)n2Cc1ccc(C)cc1 | 2.4%
Cc1ccc(C2CCN(C(=O)Nc3ccc(C)c(C)c3)C2)cc1 (stereo unspecified) | -0.9%
COc1ccc(CNC(=O)c2cc3c(=O)n(C)c4ccccc4c3n2C)c(OC)c1 | 2.2%
CCOc1ccccc1NC(=O)c1cc2cc(C)ccc2n1C | 11.4%
CCN(CC)S(=O)(=O)c1ccc(C(=O)Nc2nc3c(Cl)cc(Cl)cc3s2)cc1 | -3.5%
O=C1NCN(c2ccccc2)C12CCN(C(c1cccs1)c1nnnn1-c1ccc3c(c1)OCCO3)CC2 (stereo unspecified) | 2.0%
COc1ccc(-c2nc(SCC(=O)NC3CCCC3)c(-c3ccc(C)cc3)[nH]2)cc1OC | 0.0%
Cc1[nH]c(=O)sc1C(=O)NCc1ccc([N+](=O)[O-])cc1 | -0.3%
O=C(NCc1ccc(F)cc1)c1cc(C2CCCCN2S(=O)(=O)c2cccc3cccnc23)on1 (stereo unspecified) | -3.7%
OC[C@@H]1CN(Cc2cccc3ccccc23)C[C@H](n2cnc3c(NCc4ccco4)ncnc32)O1 | 4.5%
Cc1ccccc1NC(=O)C(C)OC(=O)CCC(=O)c1ccccc1 (stereo unspecified) | -2.4%
CCOc1cccc(Nc2nn(-c3ccc(OC(F)(F)F)cc3)nc2C(C)=O)c1 | -5.2%
O=c1c2cccnc2n(Cc2ccccc2F)c(=O)n1Cc1ccc(F)cc1 | -0.4%
CCOC(=O)[C@]12Cc3ccc(C)cc3[C@H]1N(C1CCCCC1)C(=O)c1cc(OC)ccc12 | -11.0%
CC(=O)N1CCc2c(sc3c2c(=O)n(-c2ccccc2Cl)c(=O)n3C)C1 | -4.1%
O=C(NCCN1CCC(n2c(=O)[nH]c3ccccc32)CC1)c1cccnc1 | -1.7%
Cc1cc(C)c(NC(=O)c2sc3nc(C)cc(C)c3c2N)c(C)c1 | -15.8%
CCOc1ccc(C(=O)Nc2ccc3nc(Nc4cccc(C(F)(F)F)c4)cc(C)c3c2)cc1OCC | 6.2%
CC(C)(C)OC(=O)N1CCC(c2c(C(=O)N3CCN(c4ccccc4F)CC3)cnn2-c2ccccc2Cl)CC1 | -9.2%
Cc1cccc(S(=O)(=O)c2cn(C)c3cc(N4CCN(c5ccc(F)cc5)CC4)c(F)cc3c2=O)c1 | 3.6%
CCCCNc1nc(Oc2ccc(=O)n(C)n2)nc(N2CCOCC2)n1 | -2.4%
COc1cc2c(cc1OC)n(CC(=O)c1ccc(F)cc1)c(=O)n1nc(CCn3nc(C)cc3C)nc21 | -2.2%
O=C1CN(C(=O)c2ccc(S(=O)(=O)N3CCCCC3)cc2)C(c2ccc(F)cc2)c2cc(Br)ccc2N1 (stereo unspecified) | -1.6%

Next part
canonical_smiles | TbPYK inhibitor
Cc1cccc(C)c1NC(=O)C1CCCN(S(=O)(=O)c2c(C)noc2/C=C/N(C)C)C1 (stereo unspecified) | -6.7%
CC1(C(=O)NC2CCN(Cc3ccccc3)CC2)CCN1Cc1cc2ccccc2o1 (stereo unspecified) | -4.7%
COc1ccc(CCNC(=O)CCN2N=C(c3ccccc3)CCC2=O)cc1OC | -5.0%
CCOC(=O)C1CCCN(C(=O)Cn2ncc3c(C)n(Cc4ccc(F)cc4)c(C)c3c2=O)C1 (stereo unspecified) | 2.6%
CCOC(=O)CC(=O)CSc1nc2ccccc2c(=O)n1CCc1ccc(S(N)(=O)=O)cc1 | -0.2%
CCN(Cc1ccccc1)Cc1c(O)ccc2c(=O)c(-c3ccccc3Cl)c(C(F)(F)F)oc12 | 1.4%
CC(C)CN(CCNC(=O)c1cc(-c2ccc(Cl)s2)nc2ccccc12)CC(C)C | 5.9%
CCC(=O)N1CCCC1(C)C(=O)Nc1ccc2c(c1)CCN2C(C)=O (stereo unspecified) | -9.2%

This is a subset; the hit share may differ from the screen's.
